# Bioassay records from PubChem.
# PG9 binder: binders of HIV-1 gp120 antibody PG9, primary screen, biochemical, TR-FRET. HIV-1 gp120 / PG9 antibody interaction. TR-FRET gp120-PG9 antibody binding. inhibition, % at 6.7 µM. actives 0.43% (n = 360,000); in the data active = inhibition above about 8.5%
# HGIII-sPLA2 inh: human group III sPLA2 inhibitors, primary screen, biochemical, QFRET, BODIPY PC-A2 liposome substrate | Group 3 secretory phospholipase A2 (Homo sapiens), Q9NZ20 | QFRET BODIPY PC-A2 liposome hydrolysis, fluorescence | inhibition, % at 12.2 µM | actives 0.56% (n = 370,000) | AID 743126, 2013;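 active = inhibition above mean plus 3 SD of compounds lying within the high and low control bounds, cut at about 19% in these data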;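 also: 0% = median of test compound wells and 100% = no enzyme DMSO wells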
# PLC-beta3 inh: human PLC-beta3 inhibitors, primary screen, biochemical, fluorescence | 1-phosphatidylinositol 4,5-bisphosphate phosphodiesterase beta-3 (Homo sapiens), Q01970 | Purified PLC-beta3, fluorogenic substrate | inhibition, % at 12.2 µM | actives 0.18% (n = 370,000) | AID 720704, 2013; in the data active = inhibition above about 11%;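 also: 0% = median of compound wells on plate and 100% = full blocker control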
# Target sequence (Q01970 whole entry, looked up): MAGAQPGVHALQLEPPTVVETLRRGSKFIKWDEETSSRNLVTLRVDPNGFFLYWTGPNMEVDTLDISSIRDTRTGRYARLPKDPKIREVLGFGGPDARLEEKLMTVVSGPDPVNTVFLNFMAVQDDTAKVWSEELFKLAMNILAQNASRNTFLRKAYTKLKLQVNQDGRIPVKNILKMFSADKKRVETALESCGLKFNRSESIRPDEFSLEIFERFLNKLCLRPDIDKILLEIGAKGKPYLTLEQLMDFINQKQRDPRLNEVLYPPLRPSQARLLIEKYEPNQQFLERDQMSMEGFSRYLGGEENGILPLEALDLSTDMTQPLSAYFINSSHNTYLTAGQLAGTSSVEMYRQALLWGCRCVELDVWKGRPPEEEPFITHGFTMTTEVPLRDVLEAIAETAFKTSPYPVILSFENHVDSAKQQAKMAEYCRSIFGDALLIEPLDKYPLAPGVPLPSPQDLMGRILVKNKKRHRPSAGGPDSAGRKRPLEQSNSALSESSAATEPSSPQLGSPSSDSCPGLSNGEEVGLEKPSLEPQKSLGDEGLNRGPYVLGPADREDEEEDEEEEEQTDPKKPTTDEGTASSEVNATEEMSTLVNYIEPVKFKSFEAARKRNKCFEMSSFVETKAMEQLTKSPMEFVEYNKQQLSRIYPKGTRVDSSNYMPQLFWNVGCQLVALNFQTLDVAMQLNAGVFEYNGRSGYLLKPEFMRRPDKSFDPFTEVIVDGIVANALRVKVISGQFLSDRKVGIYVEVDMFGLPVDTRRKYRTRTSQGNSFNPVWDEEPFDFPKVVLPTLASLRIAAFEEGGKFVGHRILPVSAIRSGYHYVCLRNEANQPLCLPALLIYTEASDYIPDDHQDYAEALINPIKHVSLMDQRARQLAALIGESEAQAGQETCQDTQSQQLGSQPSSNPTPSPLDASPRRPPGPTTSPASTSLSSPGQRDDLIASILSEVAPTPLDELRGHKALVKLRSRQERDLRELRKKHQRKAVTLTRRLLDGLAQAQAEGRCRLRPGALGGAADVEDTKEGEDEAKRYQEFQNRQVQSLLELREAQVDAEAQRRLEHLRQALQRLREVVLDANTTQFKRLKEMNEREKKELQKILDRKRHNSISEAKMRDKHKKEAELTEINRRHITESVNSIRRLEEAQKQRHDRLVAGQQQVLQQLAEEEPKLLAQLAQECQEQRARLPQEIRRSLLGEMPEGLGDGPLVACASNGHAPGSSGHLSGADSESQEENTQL
# hcDAF12 agonist: H. contortus DAF-12 nuclear receptor activators, primary screen, cell-based, luminescence, HEK293, lit1-tk-luc reporter. HEK293 hcDAF-12 lit1-tk-luc reporter; 0% DMSO, 100% Δ7-dafachronic acid. activation, % at 6.8 µM. actives 1.4% (n = 370,000). AID 652067, 2013;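 active = activation above the mean of all tested compounds plus 3 SD, cut at about 5.5% in these data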;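 also: 100% = response to 3 µM Δ7-dafachronic acid high control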
# DAX1 inh-1: DAX1 (NR0B1) inhibitors on StAR promoter, primary screen, cell-based, luminescence, SF-1 (NR5A1), full-length DAX-1 | inhibition, % at 6.8 µM | AID 652010, 2013 | actives 1.1% (n = 370,000) | HEK293T StAR-luciferase reporter, SF-1/DAX-1 repression relief;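 active = inhibition above the mean over all tested compounds plus 3 SD, cut at about 3.6% in these data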;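 also: 0% = DAX-1 cells with DMSO and 100% = cells lacking DAX-1 with DMSO; higher inhibition means more luminescence from relief of DAX-1 repression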
# GAA850 FXN act: FXN promoter activators, primary screen, cell-based, luciferase luminescence, HEK293 lucGAA850. HEK293 lucGAA850 FXN promoter luciferase reporter, 24 h; percent of 10 µM SAHA response. activation, % at 6 µM. actives 0.56% (n = 360,000);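 active = activation above the average of all compounds screened plus 3 SD, cutoff fixed separately per campaign, cut at about 7.5% in these data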;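 also: 0% = DMSO wells and 100% = 10 µM SAHA wells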
# NR1D1 modulator: modulators of Rev-erb alpha DNA binding, primary screen, biochemical, FITC-DNA, fluorescence polarization, uHTS; Nuclear receptor subfamily 1 group D member 1 (Homo sapiens), P20393; Rev-erbα–FITC-DNA binding, 90 min; activity, % at 10 µM; actives 0.79% (n = 370,000); AID 1259318, 2017;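 active = activity above about 14%, limit read from the data; passing the limit was not always enough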;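 also: 0% = DMSO wells with 35 nM protein and 100% = DMSO wells with 750 nM protein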
# DAX1 inh-2: DAX1 (NR0B1) inhibitors, primary screen, cell-based, HEK293, Gal4-DAX1, luciferase luminescence. HEK293 Gal4-DAX1 luciferase reporter. inhibition, % at 6.75 µM. actives 0.99% (n = 340,000). AID 504766, 2011;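 active = inhibition above the mean over all tested compounds plus 3 SD, cut at about 4.2% in these data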;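 also: 0% = DAX1-transfected cells with DMSO and 100% = empty-vector control cells with DMSO; inhibition shows as a rise in luminescence from relieved DAX1 repression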
# SMARCA2 act: SMARCA2 (BRM) function activators, primary screen, cell-based, luminescence, high throughput. MG213 cells, MMTV-luciferase reporter, dexamethasone, overnight. activation, % at 9.1 µM. actives 1% (n = 370,000); in the data active = activation above about 7.8%;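 also: 0% = vehicle wells and 100% = reference activator wells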
# ssDAF12 agonist: S. stercoralis DAF-12 nuclear receptor activators, primary screen, cell-based, luminescence, HEK293, GRIP1 co-expression, lit1-tk-luc. Nuclear hormone receptor DAF-12 (Strongyloides stercoralis). HEK293 ssDAF-12/GRIP1 lit1-tk-luc reporter; % of 3 µM dafachronic acid response. activation, % at 6.8 µM. actives 1% (n = 370,000). AID 652126, 2013;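 active = activation above the mean over all tested compounds plus 3 SD, cut at about 0.9% in these data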;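 also: 0% = DMSO-only wells and 100% = 3 µM delta7-dafachronic acid wells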
# hgDAF-12 ag: H. glycines DAF-12 receptor agonists, primary screen, cell-based, luminescence, HEK293, GAL4 fusion, UAS-luciferase. HEK293 GAL4-hgDAF12 UAS-luciferase reporter, agonist luminescence; normalized to butyrate control. activation, % at 6.8 µM. actives 1.8% (n = 370,000). AID 687014, 2013;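 active = activation above a cutoff set at the mean of all screened compounds plus 3 SD, cut at about 10% in these data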;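 also: 0% = DMSO wells and 100% = sodium butyrate wells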
# Starred values were filed as active, the others as inactive; i = inactive; . = no result given.
SMILES,PG9 binder,HGIII-sPLA2 inh,PLC-beta3 inh,hcDAF12 agonist,DAX1 inh-1,GAA850 FXN act,NR1D1 modulator,DAX1 inh-2,SMARCA2 act,ssDAF12 agonist,hgDAF-12 ag
CCCSCCCNC(=O)c1ccccc1NC(=O)C1=CSCCO1,-2.2,2,-7,-1.0,-2.9,1.5,2,0.2,0,-1.9,0.4
O=C1NN(c2ccc(Cl)cc2)C(=O)/C1=C\c1ccc(-c2cccc(C(=O)O)c2)o1,-2.8,6,-14,0.8,-0.2,2.1,-19,0.3,-3,0.4,0.0
CC1Cc2ccccc2N1Cc1cc(=O)n2ccsc2n1 (stereo not drawn),-1.0,-7,-92,3.8,-0.2,0.1,-31,-0.2,-2,0.4,-0.5
CC1CCN(S(=O)(=O)c2ccc(N/N=C(/C#N)C(N)=O)cc2)CC1,-1.6,0,3,1.4,0.1,2.2,5,0.0,-2,-0.6,-2.6
CCOC(=O)N1CCN(c2nc3ccccc3nc2C(C#N)C(=O)NCCc2ccccc2)CC1 (stereo not drawn),-0.2,-1,-7,0.7,-0.5,-2.6,0,-0.6,1,-1.6,0.3
COc1cc(C(=O)NCCc2c[nH]c3ccccc23)ccc1OCc1c(C)noc1C,-0.5,-37,1,-0.3,-3.4,-2.8,-1,-1.3,-2,-1.1,-4.8
Cc1c(CC(=O)N2CCN(C(=O)C3COc4ccccc4O3)CC2)c(=O)oc2c(O)c(O)ccc12 (stereo not drawn),-4.9,-21,-104,-3.3,1.4,-0.7,-26,0.6,-2,-1.9,-0.9
COc1ccnc(-n2cccc2/C=N/O)c1C#N,-0.5,2,0,-0.8,-0.6,-0.5,1,-0.6,1,-0.6,-1.6
COc1ccc(C(C(=O)NC(C)(C)C)N(Cc2cccs2)C(=O)CCC(=O)Nc2cc(C)on2)cc1 (stereo not drawn),0.9,-15,-1,-2.8,-0.7,-1.7,-6,-1.1,-2,-1.3,-0.8
CC(=O)c1cccc(NC(=S)NC(=O)CC(C)C)c1,0.5,11,-4,-0.8,0.1,-0.2,-5,-0.4,-2,-1.5,-0.3
COc1cccc(NC(=O)CSc2nnc(CN3CCOCC3)n2C)c1,0.3,-3,2,1.2,-0.2,-3.0,6,-0.2,0,-1.5,0.5
COCCNc1nc2nonc2nc1N1C[C@H]2CC[C@H]1C2,-0.7,-1,-5,-0.3,-0.1,-0.8,4,0.6,4,-2.0,-2.6
COCCn1c(=NC(=O)CCS(=O)(=O)c2ccccc2)sc2cc(C(=O)OC)ccc21,1.8,1,-6,-1.7,1.8,-0.4,205*,-0.1,-3,-0.7,-2.4
O=C(NCCCN1CCCC1=O)c1csc2ccccc12,0.6,3,4,0.3,0.6,4.7,-2,0.0,-1,-1.2,5.5
Cc1cc2ccccc2nc1-c1ccccc1F,0.3,-4,1,-2.5,-2.3,1.5,1,2.7,1,-0.9,6.1
O=C(NC(=O)c1ccccc1)OCC1CCCN2CCCCC12 (stereo not drawn),-0.9,5,-1,0.0,1.4,0.9,5,0.7,3,-0.8,1.8
CCC(CC)NC(=O)COC(=O)c1ccc(OCC(=O)Nc2ccccc2OC)c(OC)c1,0.6,0,2,-0.7,0.6,-0.7,2,0.5,0,-0.8,0.3
Cn1sc2ccccc2c1=O,-0.3,11,-4,-0.8,-0.4,-0.8,4,-0.2,13*,-0.8,-2.5
NC(=O)C(CCCCN1CCCCC1)(c1ccccc1)c1ccccc1,-1.1,-1,1,-1.9,4.1*,-0.8,-4,1.6,0,-0.5,0.1
CCN(CC)c1nc2c(c(=O)n(C)c(=O)n2C)n1CCCc1ccccc1,1.7,9,1,-1.1,-0.1,-1.6,-1,-0.8,-4,-1.2,-4.3

# Among those listed so far, these have a halogen.
SMILES,PG9 binder,HGIII-sPLA2 inh,PLC-beta3 inh,hcDAF12 agonist,DAX1 inh-1,GAA850 FXN act,NR1D1 modulator,DAX1 inh-2,SMARCA2 act,ssDAF12 agonist,hgDAF-12 ag
O=C1NN(c2ccc(Cl)cc2)C(=O)/C1=C\c1ccc(-c2cccc(C(=O)O)c2)o1,-2.8,6,-14,0.8,-0.2,2.1,-19,0.3,-3,0.4,0.0
Cc1cc2ccccc2nc1-c1ccccc1F,0.3,-4,1,-2.5,-2.3,1.5,1,2.7,1,-0.9,6.1

# The list continues.
SMILES,PG9 binder,HGIII-sPLA2 inh,PLC-beta3 inh,hcDAF12 agonist,DAX1 inh-1,GAA850 FXN act,NR1D1 modulator,DAX1 inh-2,SMARCA2 act,ssDAF12 agonist,hgDAF-12 ag
CN(C)CC1(c2ccccc2)CCCC1,0.7,5,0,1.0,-0.2,-2.9,0,3.1,-2,-1.2,-1.4
Cc1nc(NCc2ccccc2)sc1C(=O)Nc1ccccc1,-1.3,-3,4,1.9,0.9,2.7,1,-0.1,4,0.3,6.6
COc1ccc(NC(=O)c2nc[nH]c2C(=O)Nc2ccccc2C)cc1,-0.5,-6,-1,-0.8,-0.4,-2.0,5,-0.3,0,-1.6,-0.2
CCCNc1nc(NCC)nc(OC)n1,0.5,-1,-1,-1.0,-0.5,0.2,-4,0.9,0,-0.2,0.0
CC(=O)CC[C@@H]1CC[C@]2(CCCN(C(=O)c3ccco3)C2)O1,.,7,-2,-0.1,0.5,.,-6,.,-2,-0.1,0.0
N/C(Cn1cncn1)=N\NC(=O)C(=O)Nc1ccc(Cl)cc1Cl,-1.6,-4,3,-0.2,0.8,2.8,3,-0.3,7,-0.8,3.5
O=[N+]([O-])c1ccc(CSc2ccc(S(=O)(=O)N3CCCCC3)cn2)cc1,-0.2,-6,1,-2.0,-1.3,-0.5,6,-0.5,-1,-1.2,-4.2
CCCn1c(NCc2ccco2)nc2c1c(=O)n(C)c(=O)n2C,-1.2,3,-2,-0.5,0.6,1.3,-16,0.2,-1,-0.4,-2.2
Cc1ccc(-c2nc(P(=O)(c3ccccc3)c3ccccc3)c(N3CCOCC3)o2)cc1,1.1,1,-33,-0.5,-0.3,1.9,-7,-0.6,-1,-0.1,-2.6
O=[N+]([O-])c1cc(C(F)(F)F)cc([N+](=O)[O-])c1NCCCNc1ccc([N+](=O)[O-])c2cccnc12,0.1,6,3,-1.8,0.0,-2.3,-6,-1.8,2,-0.8,0.2
S=C(Nc1ccc(Cl)c(Cl)c1)NN1CCOCC1,-0.6,11,2,0.6,0.5,-0.2,-6,0.3,-3,-0.8,3.4
COc1ccc(CCNC(=O)C(=O)N2CCCCC2)cc1OC,-0.9,1,4,1.5,0.5,-1.8,-2,1.4,-1,-0.6,-1.6
Cc1cc(=O)n(Nc2ccccc2)c(O)c1C#N,0.4,-9,-29,0.1,-0.2,-0.6,-9,1.8,-2,-0.2,-2.2
Fc1ccc(-c2cc(C(F)(F)F)nc(NCc3cccs3)n2)cc1,1.2,12,-17,-2.5,-0.5,0.0,4,-1.5,-7,-0.5,0.8
COc1ccc(NC(=O)COC(=O)/C=C/C(=O)OCC(=O)Nc2ccc(OC)c(Cl)c2)cc1Cl,-1.6,0,1,0.8,-1.3,2.3,4,-0.7,-2,-1.7,3.7
CCOC(=O)C1Cc2ccccc2CN1 (stereo not drawn),-0.8,9,-5,-1.4,0.4,-0.2,-2,0.7,-2,-1.5,1.3
CC(=O)c1ccc2noc(-c3ccc(Cl)cc3)c2c1,0.2,-7,-19,1.7,-0.2,4.6,1,-0.5,-2,-1.2,0.0
CCN(CC)C(=O)COc1ccc2oc(-c3ccco3)cc(=O)c2c1,-0.1,0,i,0.4,0.0,2.8,-11,1.0,0,-0.7,5.9
Cc1cccc(NC(=O)CCc2c(C)nn(-c3ccc(N4CCCCC4)nn3)c2C)c1,-2.2,-19,-13,0.0,3.8*,0.4,6,0.4,4,-1.2,3.6
O=C(NCc1ccccn1)C1COc2ccccc2O1 (stereo not drawn),3.7,7,-4,-1.5,0.1,1.4,7,1.0,-5,-0.6,3.8
COc1ccc(NC(=O)CC2Nc3cc(C)c(C)cc3NC2=O)c([N+](=O)[O-])c1 (stereo not drawn),0.8,-3,-4,-0.7,-0.6,3.0,-27,-0.1,-2,-0.3,7.2
Cc1ccc(C(=O)N/C(=C\c2cccs2)C(=O)NCCCn2ccnc2)cc1,0.2,-4,0,-1.0,0.3,1.1,0,-0.4,2,-1.1,1.3
CCCCCCCCNS(=O)(=O)CCNCCCC,0.8,7,0,0.1,0.2,-0.4,-1,0.5,-5,0.1,-0.5
Cc1c(C)[n+](=O)c(C)c(C)n1[O-],-0.6,6,0,-0.8,-0.6,0.9,-3,-2.2,-1,-1.1,-0.3
CC(=O)c1c(C)oc(C)c1CSCc1ccc(C(=O)O)o1,-0.3,-2,-19,-0.3,-0.1,-0.5,-2,0.1,0,-0.7,1.8
COc1ccccc1CCC(=O)OCC(=O)Nc1cccc(S(=O)(=O)N2CCCCC2)c1,-0.1,-26,-9,0.2,1.6,2.9,-1,-0.6,2,-0.5,2.2
CCOc1nc(Nc2ccc(OC)c(Cl)c2)nc(OCC)n1,1.2,-4,-1,-2.1,0.4,2.0,-3,-1.6,-4,-1.0,-1.2
Cc1ccccc1-n1ncc2c1CC(C)(C)CC2NC(=O)c1ccncc1 (stereo not drawn),-0.2,-3,-3,0.8,0.5,-0.1,0,1.0,0,-1.3,-0.7
CCN(CC)C(=O)c1ccc(C(=O)Nc2ccc(F)cc2)cc1,-0.5,11,3,-0.8,0.9,0.4,0,0.1,1,-0.6,2.0
Cc1noc(C)c1S(=O)(=O)N(CC(=O)NCCc1ccccc1)c1ccc(C(C)C)cc1,0.4,1,-4,-1.0,-0.1,-0.1,8,0.5,-2,-0.9,1.7
CCOc1ccc(Nc2nc(N(C)c3ccccc3)nc(N)c2[N+](=O)[O-])cc1,-0.3,3,-7,0.7,-0.6,1.7,0,-0.6,2,-1.4,-0.9
COc1cccc(NC(=O)c2c(C)nn(-c3ccccc3)c2Cl)c1,-0.4,-6,-6,0.0,0.0,0.8,0,0.3,-1,-1.1,3.0
COc1ccc2[nH]c(C(=O)NCCc3ccccc3)cc2c1,-0.5,0,-124,1.4,0.4,0.5,5,.,3,-1.0,2.6
CCCCn1nc(NC(=O)c2cccs2)c2cc3cc(OC)ccc3nc21,-2.5,-9,-469,-1.5,-1.8,-3.2,5,-1.2,2,-1.7,-4.5
COc1cccc2c1OCC(CN1CCN(Cc3ccccc3F)C(CCO)C1)=C2 (stereo not drawn),0.2,-10,-8,-1.9,-0.7,0.6,3,-2.3,-2,-1.9,-3.3
